Screening data as filed in PubChem BioAssay.
mHtt clearance: compounds clearing mutant huntingtin protein; 0.42% of 47,000 active; inhibition, % at 1.5 µM; AID 853; HeLa Exon1htt(103Q)mCFP, aggregate imaging; zero = plate's median compound well;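 active = inhibition of aggregate fluorescence above about 70%, also judged a hit by eye on the cell image, limit read from the data, passing the limit was not always enough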;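 also: cells exposed to compound for three days before fixation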
mHtt clearance grain fraction: further read-out of mHtt clearance, marked with its call; fraction fluorescence in grains; measured here: aggregate grain fluorescence fraction; stronger effect = lower value;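 scaled fraction of total cell fluorescence in grains with unit not stated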
* marks the source's active call; other numbers are inactive results.

Structure,mHtt clearance,mHtt clearance grain fraction
O=c1cc(CO)oc(CN2CCN(c3ccccc3)CC2)c1O,-5,21
COc1ccccc1-c1noc(-c2ccco2)n1,17,16
O=C(NCc1ccc2c(c1)OCO2)c1ccc2c(c1)C(=O)N(CC1CCCO1)C2=O (stereo not drawn),-5,21
CCC(C)(C)n1nnnc1C(c1ccc(N(C)C)cc1)N1CCN(C2CCCCC2)CC1 (stereo not drawn),8,19
Cc1ccc(C2C(C#N)=C(N)Oc3n[nH]c(-c4cccs4)c32)s1 (stereo not drawn),-43,30
Cc1ccc(OCC(O)Cn2c(=N)n(Cc3ccccc3)c3ccccc32)cc1 (stereo not drawn),13,17
CCOc1ccc(C(=O)N2CCC(C(=O)c3ccc4c(c3)OCCO4)CC2)cc1,-14,20
CC(=O)c1c(N2CCN(C)CC2)[nH]c(-c2ccccc2)nc1=S,26,32
O=C(NCC1CCCO1)c1ccc(CS(=O)(=O)c2c(Cl)cccc2Cl)o1 (stereo not drawn),16,44
COc1cc2c(cc1OC)C(c1cc3cc(OC)c(OC)cc3[nH]c1=O)N(C(=O)C1CC1)CC2 (stereo not drawn),-22,25
CCn1ncc(Br)c1C(=O)Nc1sc2c(c1C(=O)OC)CCC2,35,12
Nc1nc(SCC(=O)N2CCCc3ccccc32)[nH]c(=O)c1-c1ccccc1,70*,5*
Cc1cc(C)nc(N2CCN(c3nnnn3-c3ccccc3)CC2)n1,13,32
Cc1onc(-c2ccccc2)c1C(=O)N1CCC(C)CC1,-34,24
CCCc1cc(=O)n2[nH]c(NCc3cccs3)nc2n1,12,21
CCC(CC)n1[nH]c(=O)cc1N,3,20
Cc1cc(C(=O)Nc2c(C)n(C)n(-c3ccccc3)c2=O)c2ccccc2n1,3,39
CC1CN(C(=O)c2ccncc2)CC(C)O1 (stereo not drawn),64,7.2
NC(=O)C1CCN(C(=O)CCCCCn2c(=O)[nH]c3ccsc3c2=O)CC1,-84,30
Cc1ccccc1NC(=O)/C=C/c1cccc(C(F)(F)F)c1,-6,33
O=C(Oc1cccc2cccnc12)c1ccco1,-15,22
Cc1ccn(S(=O)(=O)c2ccc(C(C)(C)C)cc2)n1,-68,30
COc1ccc(Cl)cc1NC(=O)CSc1nnc(-c2ccncc2)n1CC1CCCO1 (stereo not drawn),29,16
COCCn1nnnc1C(c1cc2c(C)cc(C)cc2[nH]c1=O)N1CCCCCC1 (stereo not drawn),-3,31
CCN(CC)S(=O)(=O)c1cccc(-c2nnc(SCC(=O)c3cc(C)n(C)c3C)o2)c1,-3,41
O=C(C1CCC(=O)N1Cc1cccnc1)N1CCN(c2ccc(F)cc2)CC1 (stereo not drawn),45,27
O=C(CSc1nc2c(sc3ccccc32)c(=O)n1Cc1ccco1)NCC1CCCO1 (stereo not drawn),9,18
CCNC(=O)CN(c1ccc(Cl)cc1)S(=O)(=O)c1ccccc1,-15,21
CCCCn1c(SCC(=O)N2CCC(C(=O)OCC)CC2)nc2cc(S(N)(=O)=O)ccc21,-18,21
CCCC1(C(=O)OCC)NC(c2ccc(OC)cc2OC)C2C(=O)N(c3ccc4c(c3)OCCO4)C(=O)C21 (stereo not drawn),53,8.4
CNC(=O)CCC(=O)Nc1ccc(C(=O)OC)cc1,39,24
CCOC(=O)N1CC=C2C(C#N)=C(N)C(C#N)(C#N)[C@H](c3ccccc3OCC)[C@H]2C1,33,15

Sorted by molecular weight (low to high): 6 of the compounds above
Structure,mHtt clearance,mHtt clearance grain fraction
CCC(CC)n1[nH]c(=O)cc1N,3,20
CNC(=O)CCC(=O)Nc1ccc(C(=O)OC)cc1,39,24
Cc1cc(C(=O)Nc2c(C)n(C)n(-c3ccccc3)c2=O)c2ccccc2n1,3,39
O=C(NCc1ccc2c(c1)OCO2)c1ccc2c(c1)C(=O)N(CC1CCCO1)C2=O (stereo not drawn),-5,21
CCC(C)(C)n1nnnc1C(c1ccc(N(C)C)cc1)N1CCN(C2CCCCC2)CC1 (stereo not drawn),8,19
COc1cc2c(cc1OC)C(c1cc3cc(OC)c(OC)cc3[nH]c1=O)N(C(=O)C1CC1)CC2 (stereo not drawn),-22,25

Other records
Structure,mHtt clearance,mHtt clearance grain fraction
N#Cc1nc(COc2ccc(Br)cc2)oc1NCCCn1ccnc1,-15,39
Cc1nc(NC(C)c2ccccc2)c2oc3ccccc3c2n1 (stereo not drawn),-22,37
COc1ccc(Nc2nccc3c2nnn3C)cc1,-36,46
Cc1cc(C)n(-c2ccc(C(=O)OCn3nnc4ccccc4c3=O)cc2)n1,1,35
COc1ccc2oc(-c3ccc(C)c(NC(=O)CSc4ccc(Cl)cc4)c3)nc2c1,-18,36
O=C(NC1CCCC1)C(c1ccccn1)N(C(=O)c1csnn1)C1CC1 (stereo not drawn),-42,49
Cc1oc(-c2ccc(Cl)cc2)[n+]([O-])c1C,-36,28
CCN1C(=O)C(CC(=O)NCc2ccc(Cl)cc2)N(CC)C1=O (stereo not drawn),-29,23
CC(=O)c1cccc2c(O)c(C3=Nc4ccccc4C3=O)[nH]c12,12,18
N#CC1=C(Nc2ccccc2)SC=C(c2ccc(F)cc2)N=C1N1CCOCC1,-1,42
Cc1oc2ccc(O)cc2c1C(=O)OC(C)C,-31,23
Cc1nn(C)c(C(=O)N2CCc3ccccc32)c1Cl,24,14
CCCc1cc(=O)oc2cc(OCC(=O)N3CCc4ccccc43)ccc12,11,36
COC(=O)c1nnn(-c2ccccc2)c1N,5,17
Cc1oc(-c2ccccc2F)nc1CN1CCC(C(=O)NCc2cccs2)CC1,-43,53
CCOc1ccccc1N/C=C(\C#N)c1nc2ccccc2n1C,-4,29
CCN(CC)S(=O)(=O)c1ccc2c(c1)nc(SCc1nc3ccsc3c(=O)[nH]1)n2CC,-34,49
COC(=O)COc1ccc2occ(C(C)=O)c2c1,-36,54
CN1/C(=C\C(=O)CN2C(=O)NC3(CCCCCC3)C2=O)C(C)(C)c2ccccc21,4,23
COc1cc(CNC2CCCC2)cc(OC)c1OC,-26,42
O=C1c2ccccc2C(Nc2ccc(S(=O)(=O)N3CCOCC3)cc2)N1c1ccccn1 (stereo not drawn),39,20
CCOC(=O)c1ccccc1Oc1c(F)c(F)nc(NCCO)c1F,-435,192
COc1ccc(Cl)cc1S(=O)(=O)NCc1cccs1,-94,33
O=c1[nH]c(=O)n(Cc2ccco2)c2c1C(C(F)(F)F)(C(F)(F)F)N=C(c1ccco1)N2,36,27
COc1ccc(-n2ccnc2SCC(=O)Nc2ccc(OC)cc2OC)cc1,9,33
Cc1cnn(-c2cc(N/N=C/c3ccccc3)ncn2)c1,-23,26
Cc1cnc(NC(=O)c2ccc(-c3nc4ccccc4s3)o2)s1,28,32
CCOC(=O)c1c(NC(=O)c2cccs2)sc(C)c1C,-4,20
CN1CCc2cc3c(c4c2C1CC41CCC(=NO)CC1)OCO3 (stereo not drawn),-12,45
Cc1ccc2c(c1)-c1cc(C)nn1C(c1ccc3c(c1)OCO3)N2 (stereo not drawn),-26,23
Cc1ccc(C2N(c3nccs3)C(=O)C3CCCN32)cc1 (stereo not drawn),0,35
O=C1Cc2ccccc2C(=O)N1CCc1ccccc1,4,45
O=C(NCC1CCCO1)C(c1cccnc1)N(C(=O)Cc1cccs1)c1ccccc1 (stereo not drawn),30,27
Cc1ccc(S(=O)(=O)c2c(C)nn(C(C)(C)C)c2OC(=O)C(C)(C)C)cc1,47,21
Cc1cc(C)nc(N2CCC(C(=O)NC3CCCc4ccccc43)CC2)n1 (stereo not drawn),-49,31
COc1cccc(OC)c1-c1nn2c(-c3ccccc3Cl)nnc2s1,-26,44
CCCCNC(=O)CCC(=O)Nc1ccc2nc(N3CCOCC3)cc(C)c2c1,-28,45
O=C(NC1CCCCC1)c1cc(-c2ccco2)on1,2,42
CCOC(=O)CC1=C(C(=O)OCC)C(c2cc(OC)c(OC)cc2OC)C(C#N)=C(N)O1 (stereo not drawn),5,42
O=C(CNC(=O)c1ccco1)NCC(=O)OCc1ccc(Cl)cc1,3,37
CCOC(=O)Nc1cc(C)ccc1OC,26,15
CCN(CCCNC(=O)CCc1nc(-c2ccc(C)cc2)no1)c1cccc(C)c1,33,12
CCOc1nc(N2CCCCC2)nc(-n2cc(-c3ccccc3)nn2)n1,24,27
N#Cc1cc(C(=O)c2cc(Br)ccc2O)cn(C2CC2)c1=O,-20,39
CCOC(=O)c1c(C)n(C)c2ccc(OC(=O)c3ccoc3)cc12,-19,43
CC1Cc2ccccc2C(=O)N1 (stereo not drawn),-53,51
CNC(=S)N1N=C(c2ccc(OC)cc2)CC1c1ccc(N(C)C)cc1 (stereo not drawn),-13,34
COc1cc(C(N)=O)cc(Br)c1OC,22,14
Cn1cnnc1SCC(=O)Nc1ccc2nc(SCc3ccccc3Cl)sc2c1,-60,31
COc1ccc(N2C(=O)C3CCCN3C2c2ccc(F)cc2)cc1Cl (stereo not drawn),23,14
CCSc1nc2ccccc2n1C(=O)c1ccc(S(=O)(=O)N2CCCCC2)cc1,0,39
Cn1c(NCCN2CCOCC2)nc2c1c(=O)n(Cc1cccc(Cl)c1)c(=O)n2C,-9,36
Cc1ccccc1C(=O)c1c[nH]c(C(=O)NCc2ccco2)c1,8,29
CCOCCn1c(C(C)O)nc2ccccc21 (stereo not drawn),4,19
O=C(NC1CCCCC1)C1CCN(S(=O)(=O)N2CCCCCC2)CC1,-8,40
Cc1cc(C)n(C(=O)CCC2COc3ccccc3O2)n1 (stereo not drawn),28,13

Next section:
Structure,mHtt clearance,mHtt clearance grain fraction
COc1cccc(NC(=O)CCP(C)(=O)O)c1,2,20
O=C(CSCc1ccc(F)cc1)N1CCN(c2ccc(F)cc2)CC1,29,28
COc1ccc(OC)c2[nH]c(=O)c(CCNC(=O)C(C)C)cc12,21,26
O=C(CCc1nc2ccccc2[nH]1)Nc1ccc(F)cc1,-17,52
Cc1cc2n(n1)SC(Nc1ccc(F)cc1)N2 (stereo not drawn),-34,22
CC(C)(C)C1(C)OC(C(N)=O)C(C(N)=O)O1 (stereo not drawn),21,34
O=C(Cc1cccs1)N1CCC(c2nc3c(nnn3Cc3ccccc3Cl)c(=O)[nH]2)CC1,-39,53
COc1ccc(CNC(=S)Nc2cccc(C)c2)cc1,33,13
Cc1occc1-c1nnc(SCC(=O)N2CCN(c3ccccc3)CC2)n1C,-36,48
COc1cccc(NC(=O)N2CCN(c3cccc(C)c3C)CC2)c1,-47,28
COC(=O)C1CCN(C(=O)CSc2nnc(-c3ccncc3)o2)CC1,16,16
CCS(=O)(=O)n1nc(-c2ccccc2)cc1N,-10,57
C=CCSC1=C(C#N)C(c2ccccc2)CC(=O)N1 (stereo not drawn),-9,20
CC1CCN(c2ccccc2N)CC1,10,33
Clc1ccccc1OCCCCN1CCCC1,-20,25
CC(C)NC(=O)CSCc1ccccc1Cl,28,15
CCOC(=O)C1CCN(Cc2ccccc2C)CC1,30,14
Fc1ccc(Cn2ccc(-c3cnc(-c4ccccc4)s3)n2)cc1,-32,27
COc1cc(C)ccc1NC(=O)c1ccc(S(=O)(=O)N2CCOCC2)cc1,-16,24
COc1ccc2[nH]c(=S)[nH]c2c1,-25,43
CCOC(=O)C1CCN(C(=O)c2ccc(OC)cc2OC)CC1,-86,36
C=CCNC(=O)c1cc(=O)c2ccccc2o1,-23,42
CC(C)c1nnc(NC(=O)c2sc3ccccc3c2Cl)s1,-44,58
CC1(C)OC(C(=O)NC2CCCCC2)C(C(=O)NC2CCCCC2)O1 (stereo not drawn),-22,42

Given with two lines to a compound: entries from further up
Order of results – mHtt clearance, mHtt clearance grain fraction
> O=C1Cc2ccccc2C(=O)N1CCc1ccccc1
→ 4, 45
> O=C(NCC1CCCO1)C(c1cccnc1)N(C(=O)Cc1cccs1)c1ccccc1 (stereo not drawn)
→ 30, 27
> Cc1ccc(S(=O)(=O)c2c(C)nn(C(C)(C)C)c2OC(=O)C(C)(C)C)cc1
→ 47, 21
> Cc1cc(C)nc(N2CCC(C(=O)NC3CCCc4ccccc43)CC2)n1 (stereo not drawn)
→ -49, 31
> COc1cccc(OC)c1-c1nn2c(-c3ccccc3Cl)nnc2s1
→ -26, 44

Remaining list, next part.
Structure,mHtt clearance,mHtt clearance grain fraction
Cc1ccc(C)c(NC2=NC3(CCCCC3)N=C(N)N2)c1,30,14
CN(Cc1nnc(SCC(=O)NCCc2ccccc2)n1C)S(=O)(=O)c1ccccc1,-28,22
Cc1nc2sc(C(c3cccc(F)c3)N3CC(C)OC(C)C3)c(O)n2n1 (stereo not drawn),6,32
O=C(C1CC1)N1CCc2cc(S(=O)(=O)NCC3COc4ccccc4O3)ccc21 (stereo not drawn),5,34
CC(C)CN(C(=O)COC(=O)C12CC3CC(CC(O)(C3)C1)C2)C1CCS(=O)(=O)C1 (stereo not drawn),-54,68
CSC1=NCCN1C(=O)c1ccc(S(=O)(=O)N(C)C)cc1,-21,54
COc1ccc(/C=N/n2cncn2)cc1CSc1ccccn1,-16,21
Cc1ccc(S(=O)(=O)N2CCCC2CO)cc1 (stereo not drawn),-48,28

These rows are one share of the data (hit frequency here may not be typical).
